From PubChem
VP16 counter: VP16 counterscreen qHTS for inhibitors of ROR gamma transcriptional activity; actives 3.5% (n = 310,000); Potency, µM (series often up to 53.6 µM), without a hit: top-dose activity, negative = inhibition, actives largely listed as inhibitors; Drosophila S2 Gal4-VP16 UAS-luciferase, luminescence, 20 h; AID 2546, 2010;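 further: Gal4-VP16 expression switched on by copper sulfate through the metallothionein promoter; potency means the concentration at half of the fitted maximal effect; on the % scale 0 is the no-effect control and ±100 the full control effect; nearly all actives have a fitted effect of over 50% in size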
Menin-MLL TR inh: qHTS Assay for Inhibitors Targeting the Menin-MLL Interaction in MLL Related Leukemias: Competition With Texas Red Labeled MLL-derived Mutant Peptide. O00255. Menin + Texas Red MLL mutant peptide, fluorescence polarization. Potency, µM (top dose mostly 61.6 µM), without a hit: at the top dose FP activity change, negative = inhibition, most hits filed as inhibitors. actives 0.23% (n = 270,000). AID 1768, 2009; active means well fitted inhibition curve with a large enough effect in the polarisation, with a control signal flat, not every such curve was filed as active; inconclusive means small, poorly fitted or top-dose-only effect, or effect the other way, or a change in a side signal; inactive means no such curve, though single readings can be large or run the other way; the % refers to the polarisation; further: potency means the concentration at half of the fitted maximal effect; % of control where 0% means no effect; many of its hits are not listed in these tables
FLuc modulator: qHTS profiling assay for firefly luciferase inhibitor/activator using purifed enzyme and Km concentrations of substrates (counterscreen for miR-21 project) | purified FLuc, Km substrates, luminescence inhibition | actives 6.9% (n = 360,000) | AID 588342, 2011 | Potency, µM (series often up to 57.5 µM), without a hit: at the top dose activity change, negative = inhibition, most hits filed as inhibitors;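 further: potency means the concentration at half of the fitted maximal effect; plate controls were vehicle for no effect and reference inhibitor for full effect; nearly all actives have a fitted effect of over 55% in size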
Target sequence (P08659 whole entry, looked up): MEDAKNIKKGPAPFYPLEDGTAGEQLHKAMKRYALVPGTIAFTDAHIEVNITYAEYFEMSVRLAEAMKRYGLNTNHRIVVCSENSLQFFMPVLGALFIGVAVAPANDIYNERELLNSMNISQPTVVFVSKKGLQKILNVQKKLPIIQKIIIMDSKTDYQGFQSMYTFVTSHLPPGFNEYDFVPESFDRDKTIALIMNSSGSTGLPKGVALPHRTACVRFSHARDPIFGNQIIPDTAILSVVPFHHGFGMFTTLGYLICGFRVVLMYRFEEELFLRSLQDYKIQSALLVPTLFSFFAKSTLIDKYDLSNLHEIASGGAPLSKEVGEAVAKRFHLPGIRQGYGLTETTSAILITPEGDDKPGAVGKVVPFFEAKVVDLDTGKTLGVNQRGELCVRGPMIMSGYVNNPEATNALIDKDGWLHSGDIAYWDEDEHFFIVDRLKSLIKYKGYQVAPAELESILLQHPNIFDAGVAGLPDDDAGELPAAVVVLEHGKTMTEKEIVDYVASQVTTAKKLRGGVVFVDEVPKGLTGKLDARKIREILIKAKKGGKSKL
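Purified P. pyralis luciferase (10nM final) with 10uM D-luciferin and 10uM ATP (Km levels) in 50mM Tris acetate pH 7.5, 10mM Mg acetate, 0.01% Tween-20, 0.05% BSA; qHTS 6-point titration, ~60 µM downward; luminescence read.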
NPC1 prom act: qHTS Assay for NPC1 Promoter Activators | Huh7 NPC1 promoter luciferase reporter, 24 h | actives 2.4% (n = 320,000) | Potency, µM (top dose mostly 9.22 µM), inactives show at the highest dose activation, most hits filed as activators | AID 485313, 2010;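 further: potency means the concentration at half of the fitted maximal effect; % of control where 0% means no effect; nearly all actives have a fitted effect of over 60% in size; reporter is driven by a mutant NPC1 promoter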
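Luminescence read-out of NPC1 promoter-driven luciferase in stably transfected Huh7 cells; compounds delivered in DMSO and left 24 h at 37C, 5% CO2, qHTS titration format.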
Rab9 prom act: qHTS Assay for Rab9 Promoter Activators; Potency, µM (series often up to 9.22 µM), for inactives: at the highest dose activation, negative = inhibition, actives largely listed as activators; Huh7 Rab9 promoter-luciferase reporter, luminescence, 24 h; AID 485297, 2010; actives 2.8% (n = 320,000); further: potency means the concentration at half of the fitted maximal effect; % of control where 0% means no effect; nearly all actives have a fitted effect of over 60% in size
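Luciferase signal after 10 min detection reagent at ambient indicates Rab9 promoter upregulation; stably transfected Huh7 cells were treated 24 h with compound in DMSO at 37 °C, 5% CO2.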
BRCA1 expr up: qHTS Assay to Identify Small Molecule Activators of BRCA1 Expression; MCF7-BRCA1-FFLuc reporter, luminescence, 48 h; response scale: scaled: vehicle 0%, 10 µM genistein 100%; Potency, µM (top dose mostly 46.1 µM), for the others: top-dose activation, usual class: activators; actives 1.1% (n = 380,000); AID 624202, 2012; further: potency means the concentration at half of the fitted maximal effect; nearly all actives have a fitted effect of over 80% in size; some results filed as inactive show a strong effect at the top dose
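Luminescence from a BRCA1-driven firefly luciferase in MCF7 cells was read after 48 h compound exposure at 37 C. Data normalized against DMSO and a 10microM genistein activation control, then curve-fitted across the titration.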
Giardia killer: Small Molecules that selectively kill Giardia lamblia: qHTS; Giardia lamblia trophozoite viability; activity change, % at 7.66 µM, hits read low; actives 0.15% (n = 340,000); AID 540267, 2011; in the data active means activity change below about -80%; inconclusive means between about -30% and that limit;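 further: parasites exposed to compound for two days anaerobically before the ATP read; on the % scale 0 is the no-effect control and ±100 the full control effect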
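Anaerobic 48 hrs incubation at 37 deg C of 100 trophozoites/well with test compounds; ATPLite 1-Step luminescence, 15-30 min RT, reports cellular ATP as viability.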
ELG1 genotox: qHTS screen for small molecules that induce genotoxicity in human embryonic kidney (HEK293T) cells expressing luciferase-tagged ELG1; HEK293T ELG1-luciferase reporter, luminescence, 16 h; Potency, µM (highest dose often 46 µM), for the others: at the top dose activity change, positive = activation, most hits filed as activators; actives 1.3% (n = 330,000); AID 504466, 2011; further: potency means the concentration at half of the fitted maximal effect; % of control where 0% means no effect; nearly all actives have a fitted effect of over 60% in size
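Cells (2,000/well) expressing the ELG1-luciferase fusion are dosed by pin tool and kept 16 hr at 37 °C, 5% CO2. Signal comes from ONE-Glo luciferase reagent after 30 min at room temperature.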
PKM2 activator: qHTS Assay for Activators of Human Muscle isoform 2 Pyruvate Kinase; Pyruvate kinase PKM (Homo sapiens), P14618; purified PKM2, Kinase-Glo ATP luminescence, activation; response scale: 0% is enzyme alone, no compound; Potency, µM (series often up to 57.5 µM), inactives show at the top dose activation, actives largely listed as activators; actives 0.34% (n = 260,000); further: potency means the concentration at half of the fitted maximal effect; on the % scale 0 is the no-effect control and ±100 the full control effect; nearly all actives have a fitted effect of over 55% in size
Target sequence (P14618 whole entry, looked up, canonical isoform): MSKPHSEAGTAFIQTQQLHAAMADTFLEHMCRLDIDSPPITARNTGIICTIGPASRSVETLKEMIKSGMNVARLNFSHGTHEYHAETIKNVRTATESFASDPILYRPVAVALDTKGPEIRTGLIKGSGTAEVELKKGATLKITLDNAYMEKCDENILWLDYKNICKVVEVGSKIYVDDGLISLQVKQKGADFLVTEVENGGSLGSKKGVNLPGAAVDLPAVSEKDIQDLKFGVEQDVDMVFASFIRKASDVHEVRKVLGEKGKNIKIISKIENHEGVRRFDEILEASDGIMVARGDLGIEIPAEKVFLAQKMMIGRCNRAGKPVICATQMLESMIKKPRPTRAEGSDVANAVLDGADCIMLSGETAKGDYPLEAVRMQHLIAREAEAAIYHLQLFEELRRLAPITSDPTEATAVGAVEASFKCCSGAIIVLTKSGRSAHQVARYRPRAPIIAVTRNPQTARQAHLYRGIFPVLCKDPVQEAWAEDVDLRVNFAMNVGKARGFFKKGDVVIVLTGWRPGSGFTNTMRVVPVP
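Purified hPK-M2 (>95%) run at intermediate activity with 0.1 mM ADP and 0.5 mM PEP in 50 mM imidazole pH 7.2, KCl, MgCl2; 1 h room temperature. ATP formed read by Kinase-Glo luminescence; normalized to uninhibited and no-enzyme controls.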
RORgamma inh: qHTS for inhibitors of ROR gamma transcriptional activity | Nuclear receptor ROR-gamma (Mus musculus), P51450 | AID 2551, 2010 | Drosophila S2 Gal4-RORgamma UAS-luciferase reporter, 20 h | actives 5.4% (n = 310,000) | Potency, µM (doses to about 53.6 µM), inactives show at the top dose activity change, negative = inhibition, hits mostly inhibitors; further: potency means the concentration at half of the fitted maximal effect; on the % scale 0 is the no-effect control and ±100 the full control effect; nearly all actives have a fitted effect of over 60% in size
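Drosophila S2 cells stably expressing Gal4-DBD/mouse RORγ fusion under metallothionein promoter plus UAS-luciferase; compound 1 h, then 700 uM CuSO4 induction for 20 h at ambient temperature; inhibition read as reduced luminescence.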
p53 reactivator: qHTS assay for re-activators of p53 using a Luc reporter; Potency, µM (titrated, usually from 92.2 µM), for inactives: at the top dose activity change, positive = activation, hits mostly activators; actives 0.063% (n = 320,000); H1299 p53-A138V BP100-luciferase reporter, luminescence, 24 h; AID 504706, 2011; further: potency means the concentration at half of the fitted maximal effect; % of control where 0% means no effect; nearly all actives have a fitted effect of over 45% in size
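p53-null H1299 cells stably carrying temperature-sensitive p53-A138V and a BP100-luciferase reporter were pinned with compounds (4-point, 1:5 series) and held 24 hrs at 37 deg C. Luminescence was read 10 min after detection reagent.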
Active calls of the source: *; ? = inconclusive; nt = no result given; [ ] = remark or other dose. Unless noted, the call rests on the fitted dose curve; in most records, active means well fitted curve in the direction sought with a large enough effect; inconclusive means small, poorly fitted or top-dose-only effect, or another doubt; inactive means no such curve, though single readings can be large; an effect the other way counts as inactive or inconclusive. This is a subset. The share of hits here may be higher or lower than overall.

SMILES	VP16 counter	Menin-MLL TR inh	FLuc modulator	NPC1 prom act	Rab9 prom act	BRCA1 expr up	Giardia killer	ELG1 genotox	PKM2 activator	RORgamma inh	p53 reactivator
CN(C(=O)c1cc(COc2c(F)cccc2F)on1)C1CCOC1 (configuration not stated)	4%	nt	?	19%	22%	74%	-5	?	-2%	26%	5%
CN(C)S(=O)(=O)c1ccc(NC(=O)CN2CCN(c3ccccn3)CC2)cc1	5%	7%	1%	-3%	-3%	-11%	-27	-3%	nt	5%	-2%
CC1(C)CC(=O)C(N=Nc2c(Cl)cc(Cl)cc2Cl)=C(O)C1	?	-19%	?	9%	-1%	24%	-8	14%	-5%	?	?
CC1(c2cccc(Br)c2)NC(=O)N(CC(=O)Nc2ccc(S(N)(=O)=O)cc2)C1=O (configuration not stated)	3%	20%	-1%	-4%	7%	-5%	-14	4%	-7%	-16%	4%
CC(=O)NC(=S)Nc1ccccc1C(=O)Nc1ccccc1	-5%	0%	4%	-2%	-2%	-26%	-3	0%	-6%	3%	0%
Cn1c(=O)[nH]c(=O)c2[nH]c(CN3CCN(Cc4ccccc4)CC3)nc21	-2%	nt	0%	-6%	0%	-20%	-8	-2%	-6%	-17%	-3%
Cc1occc1-c1nnc(SCC(=O)N2CCOCC2)n1CC(C)C	-1%	-6%	0%	-3%	-7%	-34%	2	-2%	-2%	7%	-8%
O=C(COc1ccccc1Cl)N1CCN(c2ccc(F)cc2)CC1	5%	1%	0%	-4%	-1%	2%	8	1%	-4%	16%	-5%
CC(=O)COC(=O)C1CC(=O)N(c2ccc(C)c(C)c2)C1 (configuration not stated)	-15%	-5%	3%	-2%	0%	12%	-3	0%	2%	2%	2%
O=C(O)c1ccc(Cl)c(S(=O)(=O)Nc2ccc(S(=O)(=O)Nc3cccc(Cl)c3)cc2)c1	-17%	?	3%	0%	1%	-2%	27	-1%	2%	-1%	7%
CCC(C)NC(=O)c1ccccc1NC(=O)CN1C(=O)c2ccccc2S1(=O)=O (configuration not stated)	-12%	18%	1%	6%	0%	0%	-1	-7%	-22%	-1%	17%
Cn1cnnc1Sc1cc(N2CCN(S(=O)(=O)c3ccc4ccccc4c3)CC2)ccc1[N+](=O)[O-]	2%	-1%	0%	0%	-1%	-9%	31[activator]	2%	0.35µM*	41%	-11%
CCOc1ccccc1NC(=O)c1nnn(CC(=O)Nc2ccc3c(c2)OCO3)c1N	7%	nt	-18%	-2%	-4%	4%	-13	3%	nt	1%	-1%
CCOc1cccc(OCCOCCn2cnc3ccccc3c2=O)c1	7%	-3%	1%	-1%	1%	2%	-1	-1%	0%	44%	-1%
COc1ccc(-c2nnc(NC(=O)c3ccc4c(c3)OCCO4)o2)cc1	1.3µM*	?	-5%	-5%	12%	32%	-25	-1%	nt	1.1µM*	12%
CCCCn1c(N)c(N(CCOC)C(=O)c2ccc(C)c(S(=O)(=O)N3CCOCC3)c2)c(=O)[nH]c1=O	nt	nt	1%	-2%	-1%	5%	-12	-1%	nt	nt	1%
CSCCC(NC(N)=O)C(=O)Nc1cccc(S(=O)(=O)N2CCOCC2)c1 (configuration not stated)	-9%	7%	2%	-5%	8%	-2%	-11	-2%	0%	14%	10%
CCCCCCCCCCOC(=O)Cn1c(COc2ccccc2OC)[n+](C)c2ccccc21	4.5µM*	?	1%	-12%	-10%	-83%	8	-25%	0%	?	-19%
CC1CCN(c2nnc(-c3ccccc3)c3ccccc23)CC1	-13%	-26%	?	-2%	4%	-31%	-8	1%	10%	6%	-2%
FC(F)(Cl)c1nnc2ccc(Sc3ccccn3)nn12	-9%	10%	7%	0%	-7%	-2%	-15	-12%	0%	1%	-4%
CC(C)c1ccc(/C=N/NC(=O)c2nnn(-c3nonc3N)c2CN2CCOCC2)cc1	-5%	25%	-18%	2%	0%	-18%	-2	0%	7%	-2%	-11%
O=C(CN1CCN(S(=O)(=O)c2ccc(F)cc2)CC1)Nc1cc(C(F)(F)F)ccc1Cl	-22%	-13%	0%	-6%	3%	-2%	-25	-11%	6%	?	10%
Cc1ccc(OCc2nnc(SC(C)C(=O)O)n2-c2ccccc2)cc1 (configuration not stated)	4%	-3%	-5%	3%	-2%	1%	-8	-2%	?	-2%[1.91 µM]	18%
Cc1ccc(N2CC(NS(=O)(=O)c3cc(F)ccc3F)CC2=O)cc1C (configuration not stated)	nt	nt	6%	12%	11%	-29%	10	-11%	nt	nt	-4%
COc1ccccc1N1CCN(CC(=O)Nc2ccc(CN3CCCCC3)cc2)CC1	3%	-9%	3%	-3%	6%	-1%	-17	-3%	2%	-22%	8%
Cc1ccc(Cl)cc1NC(=O)c1ccccc1OCC(=O)N1CCOCC1	2%	nt	-9%	3%	7%	-3%	8	-8%	-6%	19%	-18%
COCCNC(=O)c1c(NC(=O)c2nc(SC)ncc2Cl)sc2c1CCCC2	19%[0.365 µM]	9%	1%	0%	1%	-15%	38[activator]	6%	4%	16%	3%
CCCc1nc(SCc2ccccc2Cl)n[nH]1	3%	-2%	-13%	7%	0%	24%	4	10%	15%	9%	7%
O=C(c1cccnc1)N1CCN(c2ccc3ccccc3n2)CC1	-4%	-4%	3%	0%	2%	8%	-19	-1%	nt	27%	-7%
Cc1ccc(NC(=O)C(C)OC(=O)c2ccc(NS(=O)(=O)c3ccc(F)c(F)c3)cc2)cc1 (configuration not stated)	-3%	?	1%	1%	1%	-32%	5	-6%	9%	?	-1%
Cc1cc(=O)n2c3ccccc3n(CC(O)CN3CCN(CCO)CC3)c2c1C#N (configuration not stated)	0%	-29%	-4%	0%	0%	31%	-8	-1%	?	-19%	-4%
COc1ccc(S(=O)(=O)N2CCN(c3ccc4nnc(-c5ccccc5)n4n3)CC2)cc1	2%	-11%	1%	-2%	5%	-63%	-2	-6%	21%	-6%	2%
CC(NC(=O)c1ccco1)C(=O)N1CCc2ccccc2C1 (configuration not stated)	1%	nt	-17%	7%	-11%	68%	8	8%	-11%	14%	29%
COc1ccc(OC)c(/C=C2\SC(=S)N(NS(=O)(=O)c3ccccc3)C2=O)c1	-21%	?	-1%	-3%	-5%	9%	10	0%	nt	-15%	-9%

Nothing new here: seven of the compounds above.
SMILES	VP16 counter	Menin-MLL TR inh	FLuc modulator	NPC1 prom act	Rab9 prom act	BRCA1 expr up	Giardia killer	ELG1 genotox	PKM2 activator	RORgamma inh	p53 reactivator
CCCc1nc(SCc2ccccc2Cl)n[nH]1	3%	-2%	-13%	7%	0%	24%	4	10%	15%	9%	7%
O=C(c1cccnc1)N1CCN(c2ccc3ccccc3n2)CC1	-4%	-4%	3%	0%	2%	8%	-19	-1%	nt	27%	-7%
Cc1ccc(NC(=O)C(C)OC(=O)c2ccc(NS(=O)(=O)c3ccc(F)c(F)c3)cc2)cc1 (configuration not stated)	-3%	?	1%	1%	1%	-32%	5	-6%	9%	?	-1%
Cc1cc(=O)n2c3ccccc3n(CC(O)CN3CCN(CCO)CC3)c2c1C#N (configuration not stated)	0%	-29%	-4%	0%	0%	31%	-8	-1%	?	-19%	-4%
COc1ccc(S(=O)(=O)N2CCN(c3ccc4nnc(-c5ccccc5)n4n3)CC2)cc1	2%	-11%	1%	-2%	5%	-63%	-2	-6%	21%	-6%	2%
CC(NC(=O)c1ccco1)C(=O)N1CCc2ccccc2C1 (configuration not stated)	1%	nt	-17%	7%	-11%	68%	8	8%	-11%	14%	29%
COc1ccc(OC)c(/C=C2\SC(=S)N(NS(=O)(=O)c3ccccc3)C2=O)c1	-21%	?	-1%	-3%	-5%	9%	10	0%	nt	-15%	-9%
